Bioassay records from PubChem BioAssay.
Mtb RmlCD inh = M. tuberculosis RmlC/RmlD coupled enzyme inhibitors, primary screen, biochemical, compound mixtures, 384-well, from 1536-well plates; dTDP-4-dehydrorhamnose reductase (Mycobacterium tuberculosis (strain ATCC 25618 / H37Rv)) …; AID 1533, 2009; inhibition, % at 3.6 µM; 160,000 tested, 0.03% active; RmlC+RmlD coupled enzyme assay, percent inhibition; primary screen in compound mixtures; in the data active means inhibition mostly above about 34%, no sharp cut-off; further: some results filed as inactive read as strong as hits
Target sequence (P9WH09 whole entry, looked up): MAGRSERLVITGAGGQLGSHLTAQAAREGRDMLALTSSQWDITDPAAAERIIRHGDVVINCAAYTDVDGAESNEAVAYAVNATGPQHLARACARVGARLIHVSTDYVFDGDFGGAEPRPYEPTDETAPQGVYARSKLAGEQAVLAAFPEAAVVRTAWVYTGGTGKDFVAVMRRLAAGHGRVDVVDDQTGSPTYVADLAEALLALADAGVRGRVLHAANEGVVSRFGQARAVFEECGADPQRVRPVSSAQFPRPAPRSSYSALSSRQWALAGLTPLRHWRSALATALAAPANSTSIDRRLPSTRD
Target sequence (P9WH11 whole entry, looked up): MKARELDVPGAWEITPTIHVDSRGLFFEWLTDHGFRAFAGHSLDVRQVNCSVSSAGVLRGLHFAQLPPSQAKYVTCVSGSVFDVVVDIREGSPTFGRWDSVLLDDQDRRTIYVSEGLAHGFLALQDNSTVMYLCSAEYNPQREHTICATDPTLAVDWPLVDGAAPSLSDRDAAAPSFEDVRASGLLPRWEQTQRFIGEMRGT
GlmU inhibition = inhibition of mycobacterial GlmU enzyme – biochemical, glucosamine-1-phosphate acetyltransferase (AID 1376) | Bifunctional protein GlmU (Mycobacterium tuberculosis (strain ATCC 25618 / H37Rv)) | M. tuberculosis GlmU acetyltransferase enzyme assay; higher % means a stronger effect | inhibition, %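 (tested at 30 µM in the primary screen)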; hits with a dose series show IC50 in µM | 220,000 tested, 0.25% active; in the data active means inhibition above about 13%;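 further: 0% = complete reaction with vehicle and 100% = reaction without substrate; strong numbers were not always called active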
* hit, by the source's call; nt = not tested or not shown. An excerpt; the hit share may differ from the screen's.

structure | Mtb RmlCD inh | GlmU inhibition
Cc1cccc(OCC(=O)O/N=C(\N)c2ccc(Cl)cc2)c1 | -7.6 | -5.3%
CN1/C(=C\C(=O)COC(=O)c2ccc(O)c(O)c2)C(C)(C)c2ccccc21 | 8.9 | 8.0%
COc1ccc(OCC(=O)NC(=S)NNC(=O)COc2ccc(Br)cc2Cl)cc1 | -0.4 | -7.1%
CSc1nnc(C)c(=O)[nH]1 | -5.5 | -3.6%
CCCCNC(=S)NNC(=O)CCn1cc(C)cn1 | 4.7 | 2.3%
C/C(=N\NS(=O)(=O)c1ccc(C)cc1)c1ccc(C)o1 | -15.0 | -0.8%
Cc1nn(Cc2c(F)c(F)c(F)c(F)c2F)c(C)c1NC(=O)c1ccc(COc2ccccc2Cl)o1 | 3.6 | nt
COc1ccc(C2CC(c3ccccc3)Nc3nc(NC(=O)c4ccco4)nn32)cc1 (stereo unspecified) | 5.6 | 8.1%
COc1cccc2c1OC1(C)CC2N(C(=O)c2ccco2)C(=S)N1c1ccc(F)cc1 (stereo unspecified) | 17.7 | -0.3%
O=C(Cn1c(CO)nc2ccccc21)NCc1ccc2c(c1)OCO2 | 15.4 | nt
Cc1cccc(/C=N/NC(=O)C2CCCNC2=O)c1 (stereo unspecified) | -4.7 | -4.3%
O=C(CCN1C(=O)c2ccccc2C1=O)NC(=S)Nc1cccc(Cl)c1 | 0.2 | 2.4%
CN(C)CCNC(=O)CNC(=S)N(Cc1ccccc1)Cc1ccccc1F | -6.7 | 4.1%
CC(=O)Nc1nnc(SCC(=O)NCCOc2ccccc2)s1 | nt | 1.9%
Cn1c(/N=C/c2cccs2)nc2ccccc21 | 12.4 | 0.5%
COc1cccc(N(CC(=O)N2CCc3ccccc3C2)S(C)(=O)=O)c1 | 19.9 | -6.5%
COc1cccc(CN=C2Nc3ccccc3CS2)c1 | -5.4 | 6.5%
Cc1cc(/C=N/n2c(COc3ccccc3)nc3ccccc3c2=O)c(O)c([N+](=O)[O-])c1 | 51.6 | 4.3%
CN(C)S(=O)(=O)c1ccc(N=Cc2c(C(F)(F)F)[nH][nH]c2=O)cc1 | 5.4 | -1.3%
CC1CCCCN1C(=S)NCc1ccccc1 (stereo unspecified) | -4.6 | -4.6%

Continuation.
structure | Mtb RmlCD inh | GlmU inhibition
CN(C)S(=O)(=O)c1cc(C(=O)OCCn2cnc3c2c(=O)n(C)c(=O)n3C)ccc1Cl | -7.8 | 1.1%
O=C1NC2NC(=O)N(C(Cc3ccccc3)C(=O)O)C2N1 (stereo unspecified) | -4.6 | 2.4%
CCOC(=O)C(CC)Sc1nc2c(cnn2-c2ccccc2)c(=O)[nH]1 (stereo unspecified) | 0.2 | 6.7%
COc1cc(OC)cc(-n2c3nc4ccccc4nc3c3c(=O)n(CC4CCCO4)cnc32)c1 (stereo unspecified) | nt | -3.6%
Cc1cccc(NC(=O)c2ccc3c(Cl)c4c(nc3c2)CCCC4)n1 | -17.1 | 1.7%
CC(C)N1C(=O)CCC1C(=O)NCc1ccco1 (stereo unspecified) | nt | -1.5%
CN(Cc1cccs1)C(=O)c1ccc(S(=O)(=O)N2CCCCC2)cc1 | 3.1 | 1.2%
CCOc1ccccc1-n1c(SCC(=O)N2CCOCC2)nnc1-c1ccccn1 | 10.1 | -2.8%
COCCOC(=O)C1=C(C)NC(C)=C(C(=O)OC(C)C)C1c1cccc([N+](=O)[O-])c1 (stereo unspecified) | nt | -9.5%
COc1ccc(/C=C2\SC(=S)N(N3C(=O)CCC3=O)C2=O)cc1O | 3.2 | 4.4%
COC(=O)c1cc2oc3ccccc3c2n1Cc1ccccn1 | nt | 2.4%
COc1ccc2c(c1)c(CC(=O)OCC(N)=O)c(C)n2C(=O)c1ccc(Cl)cc1 | nt | -0.8%
CSc1ncccc1C(=O)Nc1ccc2nc(C)sc2c1 | -9.4 | -2.7%
CCOc1ccc(Nc2c3ccccc3nc3ccccc23)cc1 | -6.1 | -0.8%
Cc1cc(C(C#N)c2ccccc2)n2ncnc2n1 (stereo unspecified) | nt | 5.7%
Cc1cc(C)c2cc(CN(CCO)C(=O)Nc3ccc(F)cc3)c(=O)[nH]c2c1 | -12.3 | 0.3%
CN1CCN(/N=C/c2nc(-c3ccccc3Cl)n3ccccc23)CC1 | 8.9 | -2.1%
Cc1ccnc(NC(=O)c2ccc3c(c2)C(=O)N(CC2CCCO2)C3=O)c1 (stereo unspecified) | 3.5 | -0.6%
Cc1ccc(NC2=C/C(=N/S(=O)(=O)c3cccs3)c3ccccc3C2=O)cc1C | 0.7 | -0.5%
CCS(=O)(=O)N1CCCC(C(=O)NCC2CCCO2)C1 (stereo unspecified) | 0.9 | -0.1%

Other compounds follow.
structure | Mtb RmlCD inh | GlmU inhibition
O=C(O)CCCCOn1ccnc1 | nt | -4.0%
COc1ccccc1C1=NOC(COC(=O)c2ccc(Br)cc2)C1 (stereo unspecified) | nt | 3.2%
Cc1ccc(CNc2ccc3c(c2)OCO3)c(C)c1 | 0.1 | -4.0%
Cn1nc(C(=O)Nc2ccc(S(=O)(=O)N3CCCC3)cc2)ccc1=O | -4.2 | -2.8%
Cc1cc(C(=O)COC(=O)c2ccc(Br)o2)c(C)n1Cc1ccco1 | -0.2 | -5.7%
O=C(CCNc1n[nH]c(=O)[nH]c1=O)N/N=C/c1ccc(C(F)(F)F)cc1 | 7.2 | -3.5%
CCOC(=O)c1csc(NC(=O)COc2ccc(Cl)cc2Cl)n1 | nt | 6.2%
COc1cccc(N2CCN(C(=O)/C=C/c3ccco3)CC2)c1 | 11.8 | 3.4%
Cc1c(N2C(=O)/C(=C\c3ccccc3O)SC2=S)c(=O)n(-c2ccccc2)n1C | 6.5 | -3.2%
O=C(O)C1CCN(c2ncccn2)CC1 | nt | 1.9%
CCOC(=O)C1(Cc2ccccc2C(F)(F)F)CCN(C(C)CSC)CC1 (stereo unspecified) | 6.1 | -2.5%
Cc1ccc2nc(-c3ccc(NC(=O)CN4CCN(C(=O)c5ccco5)CC4)cc3)sc2c1 | 14.2 | 7.8%
O=[N+]([O-])c1ccc2sc(SCc3nc4ccccn4c3Br)nc2c1 | 13.7 | -0.8%
CCOC(=O)C(CCCCCOc1ccccc1[N+](=O)[O-])C(=O)OCC | -11.7 | 2.6%
O=C(c1cc(-c2ccccc2)n[nH]1)N1CCc2c([nH]c3ccccc23)C1c1ccccn1 (stereo unspecified) | -2.7 | -2.4%
COc1cccc(/C=N/c2oc(-c3ccccc3)cc2C#N)c1O | -9.2 | 6.0%
CCOc1ccccc1NC(=S)N1CCC(c2nc3ccccc3o2)CC1 | 8.6 | 4.7%
COCC(=O)N(Cc1cc2ccccc2[nH]c1=O)c1ccccc1OC | nt | 2.4%
COc1ccc(C(=O)c2oc3ccc(OC)cc3c2N)cc1 | -6.2 | 5.2%
CCc1ccc(NC(=O)C(=O)NNC(=O)COc2cccc(OC)c2)cc1 | -0.8 | -2.8%

Profiles, quoted from the list. Order of screens: Mtb RmlCD inh	GlmU inhibition
`CCCCNC(=S)NNC(=O)CCn1cc(C)cn1` in the list: 4.7	2.3%
`CCOc1ccccc1-n1c(SCC(=O)N2CCOCC2)nnc1-c1ccccn1` in the list: 10.1	-2.8%
`Cc1cc(C)c2cc(CN(CCO)C(=O)Nc3ccc(F)cc3)c(=O)[nH]c2c1` in the list: -12.3	0.3%
`Cc1cc(/C=N/n2c(COc3ccccc3)nc3ccccc3c2=O)c(O)c([N+](=O)[O-])c1` in the list: 51.6	4.3%
`COc1ccccc1C1=NOC(COC(=O)c2ccc(Br)cc2)C1` (stereo unspecified) in the list: nt	3.2%

Going on with the list.
structure | Mtb RmlCD inh | GlmU inhibition
N/C(=N\OC(=O)c1cccc(Br)c1)c1ccncc1 | nt | -4.8%
C/C(N)=C(/C#N)C(=O)CSc1nc2cc(Cl)ccc2s1 | -6.3 | 8.7%
COC(=O)c1ccccc1NC(=O)C(CCS(C)(=O)=O)NC(C)=O (stereo unspecified) | 15.6 | 0.5%
COCc1cc(=O)[nH]c(/N=C(\N)Nc2c(F)cccc2F)n1 | 7.3 | 7.9%
O=C(/C=C/c1ccccc1Cl)N1CCN(c2ncccn2)CC1 | 5.3 | -3.5%
Cc1c(-c2cccs2)[n+](=O)c2c(n1[O-])CCCC2 | nt | -1.4%
Cc1onc(C(=O)NN)c1C(=O)N1CCN(C(c2ccccc2)c2ccccc2)CC1 | 8.6 | -2.2%
CCC(=O)OCC(=O)Nc1ncc(C(F)(F)F)cc1Cl | -8.0 | 6.5%
CC(N=c1ccccn1C(=O)Nc1cccc(C(F)(F)F)c1)c1ccco1 (stereo unspecified) | 17.9 | nt
CC(C)(C)c1ccc(OCC(O)CSc2ncn[nH]2)cc1 (stereo unspecified) | -1.4 | 2.8%
CS(=O)(=O)c1ccc(Cl)c(NC(=O)CCc2ccccc2)c1 | -10.4 | 1.1%
COc1ccc(C(C(=O)NCCC(C)C)N(CCN2CCOCC2)C(=O)Cn2nnc3ccccc32)c(OC)c1 (stereo unspecified) | nt | 1.4%
CC(C)(CO)NCc1cccc(OCc2ccc(Cl)cc2)c1 | -5.0 | -2.8%
Nc1ncn(C(=O)c2ccco2)n1 | nt | 2.0%
COC(=O)Nc1ccc(S(=O)(=O)N2c3ccccc3CCC2C)cc1 (stereo unspecified) | -0.4 | -6.6%
O=C(CSc1nnnn1-c1ccccc1)N1CCCc2ccccc21 | nt | -1.6%
O=C(CSc1nnc(-c2ccncc2)n1Cc1ccco1)Nc1nc(-c2ccccc2)cs1 | nt | -0.1%
COc1ccc(C(CCNCc2ccc(OC(C)C)cc2)C(C)C)cc1 (stereo unspecified) | 2.8 | -6.9%
COc1ccc(C2=NN(S(=O)(=O)c3ccccc3)C(c3ccccc3)C2)cc1 (stereo unspecified) | 5.2 | 6.0%
CCOC(=O)c1c(C2COc3ccccc3O2)csc1NC(=O)c1ccco1 (stereo unspecified) | 8.6 | 7.7%

Part of the list above in order of number of heavy atoms, ascending:
structure | Mtb RmlCD inh | GlmU inhibition
C/C(N)=C(/C#N)C(=O)CSc1nc2cc(Cl)ccc2s1 | -6.3 | 8.7%
CS(=O)(=O)c1ccc(Cl)c(NC(=O)CCc2ccccc2)c1 | -10.4 | 1.1%
O=C(CSc1nnnn1-c1ccccc1)N1CCCc2ccccc21 | nt | -1.6%

Remaining list, next part
structure | Mtb RmlCD inh | GlmU inhibition
CC(Sc1ccsc1[N+](=O)[O-])C(=O)N1CCN(c2ccccn2)CC1 (stereo unspecified) | 5.9 | -5.7%
CCOc1ccc(-n2cc(-c3ccccc3)c3c(SC(C)C(=O)OC)ncnc32)cc1 (stereo unspecified) | 11.4 | -0.9%
Brc1cccc(-c2nnc3sc(CNC4CCCC4)cn23)c1 | -4.7 | 7.3%
CC1C(=O)CC(c2ccco2)NC1c1ccco1 (stereo unspecified) | nt | 1.8%
COc1ccccc1-c1n[nH]c(=S)o1 | -3.9 | 6.2%
CCOc1ccc(/C=N/NC(=O)C2(O)c3ccccc3-c3ccccc32)cc1 | nt | 2.5%
Cc1ccc(C(=O)O/N=C(\N)c2cccc([N+](=O)[O-])c2)cc1 | nt | -1.4%
CC(C)c1nnc(NC(=O)C2c3ccccc3Oc3ccccc32)s1 | 41.6 | 0.8%
CCN1CCN(CCCOc2ccc(Cl)cc2Br)CC1 | -6.6 | -1.7%
COC(=O)c1sc(S(=O)(=O)NCc2ccccc2)c(C(=O)OC)c1C | 5.9 | -6.4%
CCOc1ccc(N2C(=O)CC(SCc3nc4ccccc4[nH]3)C2=O)cc1 (stereo unspecified) | -7.1 | -5.7%
CCn1ccc(C(=O)Nc2cccc(Cl)c2)n1 | -13.9 | 1.1%
O=C(c1cc2cc(Cl)ccc2oc1=O)N1CCOCC1 | nt | -2.3%
Cc1cc(=O)[nH]c(/N=C(\N)Nc2cccc3ccccc23)n1 | nt | -4.4%
O=C(COc1ccccc1)N1CCN=C1SCc1ccccc1 | -6.4 | 4.8%
CCOc1cc(/C=C2\C(=O)NC(=O)N(CCc3ccc(F)cc3)C2=O)ccc1O | nt | -1.9%
COc1cc(/C=C2\C(=O)NC(=O)N(CCc3ccc(F)cc3)C2=O)ccc1O | 7.4 | 2.0%
Cc1ccc(Cn2c(SCCN3CCCCC3)nc3c2c(=O)n(C)c(=O)n3C)cc1 | 26.4 | -1.9%
CCOc1ccccc1NC(=O)CCc1ccc(C)o1 | nt | 2.0%
CCCn1c(N2CCC(Cc3ccccc3)CC2)nc2c1c(=O)[nH]c(=O)n2C | 19.6 | 7.5%

Later entries
structure | Mtb RmlCD inh | GlmU inhibition
O=C(N/N=C\C=C\c1ccco1)c1cncc(Br)c1 | 3.5 | -2.0%
Cc1csc2ncc(C(=O)N3c4ccccc4CC3C)c(=O)n12 (stereo unspecified) | 7.0 | -1.1%
CC(C)CC1NC(=S)N(C2CCCCC2)C1=O (stereo unspecified) | nt | 1.5%
CC(C)CNS(=O)(=O)c1ccc(CCC(=O)NC2CCCC2)cc1 | 2.9 | -4.8%
Cc1ccc(OCc2ccc(C(=O)Nc3nccs3)o2)cc1C | nt | -2.9%
O=C(NNC(=O)c1cc(C(F)(F)F)cc(C(F)(F)F)c1)c1ccc(Cl)cc1 | -11.4 | -1.1%
C=CCn1c(Oc2ccc(C(=O)OC)cc2)nc2c1c(=O)n(C)c(=O)n2C | nt | 0.6%
CC(C)Oc1ccc(C(=O)Nc2cccc3cccnc23)cc1 | 4.5 | -1.3%
O=C(C1=C[C@@H](c2ccc3c(c2)OCO3)C[C@@H](OCCCCO)O1)N1CCN(Cc2ccc3c(c2)OCO3)CC1 | nt | 1.6%
O=[N+]([O-])c1ccc2c(c1)C(O)n1ncnc1S2 (stereo unspecified) | 5.5 | -4.6%
Cc1c(NC(=O)CN2C(=O)NC3(CCCCC3)C2=O)c(=O)n(-c2ccccc2)n1C | -7.0 | -3.0%
